PfHsp40 yeast – rescue of PfHsp40-mediated yeast toxicity | S. cerevisiae expressing PfHsp40, growth rescue, ATP luminescence | growth rescue, % at 12.5 µM | 340,000 tested, 0.68% active; in the data active means growth rescue above about 28%, passing the limit was not always enough; inconclusive means no clear call, values can overlap the other calls;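 further: yeast W303a lacking pdr1 and pdr3 grown in galactose medium; growth measured after three days at 30 °C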
FadD28 FP inh – inhibitors of Mycobacterium tuberculosis FadD28 bisubstrate binding; 360,000 tested, 0.22% active; AID 588549; FadD28 bisubstrate probe binding, fluorescence polarization; inhibition, % at 12.5 µM; in the data active means inhibition above about 8.5%, passing the limit was not always enough; inconclusive means no clear call, values can overlap the other calls
GDH-TPI inh – counter-screen for M. tuberculosis FBA inhibitors: GDH-TPI coupled enzymes | inhibition, % at 4.8 µM | 360,000 tested, 1.2% active | GDH-TPI coupled enzyme counterscreen, NADH absorbance; in the data active means inhibition above about 30%;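 further: 0% = DMSO wells and 100% = wells lacking the enzyme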
BoNT-A LC inh2 – blocks Botulinum neurotoxin A light chain protease; multiplex microsphere protease substrate cleavage, flow cytometry; inhibition, % at 10 µM; 360,000 tested, 0.17% active; AID 588499; further: plate controls were buffer without enzyme for full effect and enzyme alone for no effect
BioA inh – BioA (M. tuberculosis) enzyme inhibition. purified M. tuberculosis BioA enzyme, plate reader. inhibition, % at 9.99 µM. 360,000 tested, 0.096% active. AID 602481; in the data active means inhibition above about 40%; inconclusive means no clear call, values can overlap the other calls
FBA Mtb inh – inhibitors of M. tuberculosis fructose-bisphosphate aldolase. P9WQA3. purified M. tuberculosis FBA, fluorescence read-out. inhibition, % at 1 µM. 360,000 tested, 2.3% active; in the data active means inhibition above about 27%;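 further: 0% = vehicle and 100% = reference inhibitor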
Target sequence (P9WQA3 whole entry, looked up): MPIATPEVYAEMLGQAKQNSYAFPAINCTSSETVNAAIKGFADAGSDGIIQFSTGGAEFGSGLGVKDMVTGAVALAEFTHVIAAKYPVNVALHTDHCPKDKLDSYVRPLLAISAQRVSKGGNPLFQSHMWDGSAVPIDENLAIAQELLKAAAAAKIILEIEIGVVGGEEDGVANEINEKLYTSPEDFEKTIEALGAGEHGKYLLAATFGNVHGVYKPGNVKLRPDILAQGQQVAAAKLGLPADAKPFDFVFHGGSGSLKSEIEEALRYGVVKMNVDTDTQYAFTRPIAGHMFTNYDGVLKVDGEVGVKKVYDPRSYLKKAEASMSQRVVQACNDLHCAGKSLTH
Mtb UGM inh – blocks M. tuberculosis UGM enzyme; inhibition, % at 10 µM; AID 504406; 320,000 tested, 0.06% active; purified UGM, fluorescence polarization probe displacement; P9WIQ1; in the data active means inhibition above about 10%, passing the limit was not always enough; inconclusive means no clear call, values can overlap the other calls
BoNT-F LC inh – BoNT F light chain protease inhibition | Multiplex microsphere protease cleavage assay, flow cytometry | inhibition, % at 10 µM | 360,000 tested, 0.22% active; in the data active means inhibition above about 35%, passing the limit was not always enough; inconclusive means no clear call, values can overlap the other calls; further: plate controls were buffer without enzyme for full effect and enzyme alone for no effect
Anthrax LF inh2 – anthrax lethal factor protease inhibition | P15917 | multiplex microsphere protease cleavage assay, LF | inhibition, % at 10 µM | 360,000 tested, 0.12% active | AID 588501; further: plate controls were buffer without enzyme for full effect and enzyme alone for no effect
Target sequence (P15917 whole entry, looked up): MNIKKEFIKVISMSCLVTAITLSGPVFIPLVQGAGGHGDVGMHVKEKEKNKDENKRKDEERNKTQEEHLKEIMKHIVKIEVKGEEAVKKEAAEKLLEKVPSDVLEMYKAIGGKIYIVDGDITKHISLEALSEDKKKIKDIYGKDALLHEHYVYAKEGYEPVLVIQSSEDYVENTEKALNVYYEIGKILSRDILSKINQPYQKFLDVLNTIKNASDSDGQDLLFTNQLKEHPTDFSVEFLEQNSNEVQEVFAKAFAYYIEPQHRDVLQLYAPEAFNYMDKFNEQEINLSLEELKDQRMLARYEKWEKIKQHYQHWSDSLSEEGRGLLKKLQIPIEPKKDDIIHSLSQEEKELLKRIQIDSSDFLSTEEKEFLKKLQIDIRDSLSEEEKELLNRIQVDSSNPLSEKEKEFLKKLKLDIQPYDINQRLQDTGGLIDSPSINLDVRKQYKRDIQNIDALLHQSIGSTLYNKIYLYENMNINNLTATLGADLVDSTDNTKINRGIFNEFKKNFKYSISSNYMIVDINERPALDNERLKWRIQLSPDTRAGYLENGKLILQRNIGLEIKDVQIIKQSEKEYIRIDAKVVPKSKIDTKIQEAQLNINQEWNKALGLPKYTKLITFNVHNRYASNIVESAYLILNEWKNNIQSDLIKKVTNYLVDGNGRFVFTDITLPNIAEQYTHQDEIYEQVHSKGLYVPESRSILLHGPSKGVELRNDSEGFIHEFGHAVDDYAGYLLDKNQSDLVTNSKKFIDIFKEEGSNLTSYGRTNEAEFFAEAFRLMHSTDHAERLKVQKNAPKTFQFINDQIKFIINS
Numbers without * were called inactive; ? = inconclusive; nt = no result given; + = active, no number; & = joins results of further samples. Unless noted, no stated cut-off is given here; in the data, active means inhibition above about 30%; inconclusive means no clear call, values can overlap the other calls; inactive means below that.

Results follow in this order: PfHsp40 yeast	FadD28 FP inh	GDH-TPI inh	BoNT-A LC inh2	BioA inh	FBA Mtb inh	Mtb UGM inh	BoNT-F LC inh	Anthrax LF inh2
#1 c1ccn(-c2ccc(-c3ccn[nH]3)cc2)c1
    -1.2	-0.7	-3	-0.4	nt	-1	4.4	-2	-4
#2 CCN(CCCCCN(C)C)Cc1cc2ccccc2o1
    0.2	1.5	-4	2.5	0.8	-1	0.6	-5	1
#3 CCOc1ccc(N2CC(C(=O)Nc3cccc(C(=O)NC4CC4)c3)CC2=O)cc1 (configuration not stated)
    1.2	-0.5	2	-4.2	-2.5	2	nt	-9	-7
#4 CC(=O)Nc1ccc(S(=O)(=O)NC(C)C(=O)OCC(=O)NC2CCCC2)cc1 (configuration not stated)
    -0.3	0.8	5	-0.8	nt	2	3.8	-3	1
#5 CCN(C(=O)COC(=O)c1ccc(S(=O)(=O)N2CCCc3ccccc32)cc1)C1CCS(=O)(=O)C1 (configuration not stated)
    -0.8	-0.4	1	-0.5	nt	2	-0.9	-6	-4
#6 O=C(CCC(=O)Nc1cc(C(F)(F)F)ccc1Cl)N/N=C\c1cc([N+](=O)[O-])ccc1O
    0.1	nt	14	-3.5	0.4	-1	-0.2	-5	0
#7 Cc1occc1-c1nnc(SCC(N)=O)o1
    -1.1	-2.0	-9	-1.4	-0.9	1	-2.6	-5	-4
#8 CC1(CCc2ccccc2)NC(=O)N(CC(=O)N2CCc3ccccc32)C1=O (configuration not stated)
    nt	0.0	-1	-0.6	-0.6	0	nt	1	0
#9 CN1CCN(C(=S)Nc2ccc(Cl)cc2)CC1
    -1.0	0.0	-6	-0.1	nt	4	-1.8	-6	0
#10 CCC(CC)C(=O)c1c[nH]c(C(=O)NCc2ccncc2)c1
    -1.6	0.7	4	0.1	-1.1	4	-1.8	-4	-1
#11 CCCCn1c(N)c(N(Cc2ccccc2OC)C(=O)COc2ccc(C)cc2)c(=O)[nH]c1=O
    0.4	-3.9	-7	-0.8	0.1	4	-1.0	8	-3
#12 CCc1cc(=O)oc2c(CN3CCN(C)CC3)c(O)c(Cl)cc12
    -0.2	0.0	44*	1.5	-3.2	+	0.3	3	-4
#13 C=CCNC(=O)C1CC(=O)N(c2ccc(OCc3ccc(F)cc3)cc2)C1 (configuration not stated)
    -1.3	0.0	-7	-4.4	-0.2	3	-0.9	?	6
#14 CCN1CCN(C(C(=O)NC2CCCC2)c2ccc(Cl)cc2)CC1 (configuration not stated)
    -0.1	-4.3	-6	-0.1	0.9	0	0.5	-1	2
#15 CS(=O)(=O)c1ccc(-c2csc(-c3cccnc3)n2)cc1
    -0.3	-2.7	-2	-2.3	0.3	-3	-1.7	10	1

From no. 13 up to 15, as listed above:
Results follow in this order: PfHsp40 yeast	FadD28 FP inh	GDH-TPI inh	BoNT-A LC inh2	BioA inh	FBA Mtb inh	Mtb UGM inh	BoNT-F LC inh	Anthrax LF inh2
#13 C=CCNC(=O)C1CC(=O)N(c2ccc(OCc3ccc(F)cc3)cc2)C1 (configuration not stated)
    -1.3	0.0	-7	-4.4	-0.2	3	-0.9	?	6
#14 CCN1CCN(C(C(=O)NC2CCCC2)c2ccc(Cl)cc2)CC1 (configuration not stated)
    -0.1	-4.3	-6	-0.1	0.9	0	0.5	-1	2
#15 CS(=O)(=O)c1ccc(-c2csc(-c3cccnc3)n2)cc1
    -0.3	-2.7	-2	-2.3	0.3	-3	-1.7	10	1

New compounds follow.
Results follow in this order: PfHsp40 yeast	FadD28 FP inh	GDH-TPI inh	BoNT-A LC inh2	BioA inh	FBA Mtb inh	Mtb UGM inh	BoNT-F LC inh	Anthrax LF inh2
#16 CC(=O)c1cccc(NC(=O)CCS(=O)(=O)c2cc3c(cc2C)NC(=O)CO3)c1
    -0.7	-0.4	1	1.2	-2.1	0	0.3	-1	0
#17 CCc1c(C)nc2cc(-c3cc(OC)cc(OC)c3)nn2c1N1CCN(CCN2CCOCC2)CC1
    -1.6	-5.6	9	-2.7	-1.6	3	0.3	-47	-10
#18 CCOC(=O)N1CCC(Nc2c(Nc3cccc(CC)c3)c(=O)c2=O)CC1
    2.8	-2.6	26	2.1	-0.6	-1	-0.3	-2	-12
#19 c1ccc(CCN2CCN=C2Nc2ccccc2)cc1
    0.1	-1.8	5	-0.4	-0.4	0	0.5	0	-8
#20 Cc1cc2oc(=O)cc(CN3CCCC3)c2cc1Cl
    nt	-0.3	nt	1.7	-1.0	9	nt	-4	6
#21 CCOC(=O)C1(C)CCN1C(=O)c1ccco1 (configuration not stated)
    nt	0.0	5	-0.3	-0.5	0	nt	-2	-4
#22 O=C(COC(=O)C1CCC(=O)N1)Nc1ccc(Br)cc1 (configuration not stated)
    0.2	-1.2	0	0.2	nt	-7	2.3	-2	-2
#23 CSC1=NC(C(Cl)(Cl)Cl)N=C(c2ccccc2)N1 (configuration not stated)
    0.8	-2.1	-2	-0.3	nt	3	0.4	0	0
#24 O=c1ccc2cc3ccoc3c(O)c2o1
    -0.8	-0.9	5	-1.1	-1.4	4	nt	-6	-3
#25 C=CCc1ccc(OCCCCOc2ccc(C(=O)O)cc2)c(OC)c1
    0.2	-3.0	3	-1.3	nt	2	0.2	-6	-3
#26 COc1ccc(CNC(=O)CN(C(=O)CCC(=O)Nc2nccs2)c2ccc(C)cc2)cc1
    0.5	1.2	2	-2.6	-1.8	-1	0.4	-4	-2
#27 COc1cc2c(cc1OC)CN(S(=O)(=O)c1ccc(Cl)nc1)CC2
    -0.9	-0.5	4	0.2	-5.6	12	nt	0	4
#28 COCCNc1nc(-c2ccc(OC)cc2)c(-c2ccc(OC)cc2)s1
    8.7	-2.8	4	-0.7	nt	-4	1.4	-1	-1
#29 CCOCCn1c(SCCCc2ccccc2)nc2c1c(=O)[nH]c(=O)n2C
    0.1	-0.6	6	0.2	0.4	-1	-1.3	-19	3
#30 Cc1cccc(C(=O)OCC(=O)N2CCN(C(=O)c3ccco3)CC2)c1O
    1.2	-0.9	3	-0.4	5.7	2	1.4	0	1
#31 Cc1cccc(C)c1NC(=O)CN(C)C(=O)c1ccc(OCc2ccccc2)cc1
    nt	-6.2	-12	-0.5	-0.2	3	nt	-6	-4
#32 CCOC(=O)c1cc2n(n1)C(C(F)(F)F)CC(C)N2 (configuration not stated)
    -1.0	-1.2	-2	-0.1	-2.1	3	0.1	-1	0
#33 Cc1ccc(S(=O)(=O)N2CC(O)C[C@H]2C(=O)OCC(=O)c2ccccc2)cc1 (some centres not stated)
    -1.9	-5.1	1	-0.7	-1.2	-3	-0.2	-7	-4
#34 COc1ccccc1/C=C1\SC(=S)N(NS(=O)(=O)c2ccccc2)C1=O
    0.2	0.6	17	3.0	0.1	-1	3.2	1	-6
#35 CCOC(=O)c1[nH]ncc1CN1CCC(Cc2cccc(OC)c2)(C(=O)OCC)CC1
    -0.8	-4.0	-23	0.1	7.4	-2	1.3	2	4
#36 COCCCNC(=O)CCCOc1ccccc1
    -1.7	0.2	-6	-0.1	0.9	1	-0.1	-2	-2
#37 CCCn1c2c(c(O)c(C(=O)NCCCN(CC)CC)c1=O)CCCC2
    1.3	0.4	1	0.2	0.2	-1	0.1	-4	1
#38 Nc1ccc(OCCCc2c(N)nc(N)nc2N)cc1
    48*	-2.9	-4	-0.4	-0.7	2	-1.7	-193	-40
#39 Cc1ccc(OCc2csc(N)n2)cc1
    0.8	-0.7	-3	-0.6	nt	2	1.7	-7	-10
#40 Cc1sc2nc(SCC(=O)Nc3ccc(S(N)(=O)=O)cc3)[nH]c(=O)c2c1C
    0.1	-1.2	2	1.3	0.1	-3	-0.4	9	4
#41 COc1ccc(CNC(=O)CN(C)S(=O)(=O)c2ccc3c(c2)OCCO3)cc1OC
    -0.9	0.8	4	1.8	nt	1	0.0	0	-3
#42 O=C(Nc1ccsc1C(=O)O)c1ccccc1
    0.8	-2.3	8	0.4	-1.1	0	1.1	2	4
#43 CCOC(=O)C1Oc2ccccc2C(c2ccoc2)=C1C(=O)OC (configuration not stated)
    0.0	1.0	9	-0.2	1.1	-2	nt	-6	2
#44 OC(c1ccccc1)C(O)c1ccccc1 (configuration not stated)
    nt	-1.9	-4	-1.0	1.9	6	0.9	14	1
#45 CCOC(=O)Nc1ccc2c(c1)N(C(=O)CCN(CC)CC)c1ccccc1S2=O (configuration not stated)
    0.9	-1.5	-3	-2.3	2.8	1	1.8	13	-4
#46 S=C(NCCc1ccccc1)N1CCN(C(=S)NCCc2ccccc2)CC1
    -0.4	-1.9	6	nt	0.0	-2	nt	nt	nt
#47 CC(=O)OC[C@H]1O[C@@H](Sc2cccc3cccnc23)[C@H](OC(C)=O)[C@@H](OC(C)=O)[C@H]1OC(C)=O
    -0.9&-1.1	-1.8	-1	1.4	-0.6&-0.8	35*	2.1	10	3
#48 O=[N+]([O-])c1ccc(S(=O)(=O)N(CC(O)CN2CCCCC2)c2ccccc2)cc1 (configuration not stated)
    0.1	-2.1	13	-1.4	-1.1	-1	-1.9	-18	7
#49 COc1ccc(Cc2nnc(SC)[nH]c2=O)cc1
    -0.8	-0.9	15	0.6	-2.0	-1	-0.1	7	-2
#50 CSc1ccc(S(=O)(=O)NCC(=O)OCC(=O)N(C)C2CCCCC2)cc1[N+](=O)[O-]
    nt	-2.3	4	3.2	nt	3	-2.1	-2	?
#51 Cc1cc2c(cc1C)NC(c1c(C)n(C)n(-c3ccccc3)c1=O)C1=C(CC(C)(C)CC1=O)N2 (configuration not stated)
    -0.8	-1.4	17	8.9	-3.3	8	2.1	5	4
#52 CC(Nc1ncnc2nc[nH]c12)c1ccccc1 (configuration not stated)
    -0.5	-3.1	-8	-0.1	1.0	0	0.2	0	5
#53 CCOC(=O)c1c(C)[nH]c(NC(=O)Nc2c(C)n(C)n(-c3ccccc3)c2=O)c1C
    -2.3	0.3	2	-1.6	0.7	0	-0.7	-13	-4
#54 Cc1ccc(S(=O)(=O)N(CC(=O)Nc2ccccc2C(=O)O)c2ccccc2C)cc1
    0.8	-0.8	2	-0.8	nt	5	0.5	-7	-2
#55 CCCCCn1c(=O)c(C(=O)NCc2ccc(Cl)cc2)c(O)c2ccccc21
    -1.3	-4.5	-9	2.7	-1.1	0	-0.1	-16	-23
#56 CC(=O)N1N=C(c2cccnc2)CC1c1ccccc1O (configuration not stated)
    1.5	-0.1	-4	0.2	-0.2	2	-2.2	-4	-4
#57 O=C(Nc1ccccc1O)/C(=C\c1ccccc1)NC(=O)c1ccccc1
    -0.1	-1.2	4	0.0	nt	1	-2.7	-6	0
#58 COC(=O)CC1=C(C(=O)OC)C(c2ccc3c(c2)OCO3)C(C#N)=C(N)O1 (configuration not stated)
    0.5	-5.7	-9	-0.1	0.5	-1	-3.1	-2	-15
#59 COc1cc(OC)nc(S(C)(=O)=O)n1
    -0.4	-4.1	6	-0.6	nt	1	-2.1	-3	-1
#60 Cc1ccc(S(=O)(=O)N2CCOCC2)cc1C(=O)Nc1nc2ccccc2[nH]1
    0.2	-4.7	-3	0.1	nt	2	-1.8	-18	-1
#61 CNC(=O)c1ccc(-n2nc(C)cc2-c2ccccc2)cc1
    2.3	-4.1	-12	0.8	4.1	-7	0.4	7	10
#62 OC[C@H]1OC(O)[C@@H](O)[C@@H](O)[C@@H]1O (some centres not stated)
    -1.7	-2.5	-8	0.7	-1.4	-1	-0.5	-3	-6
#63 CC(C)CCC1(CCNC(=O)c2cccs2)CCOC(C)(C)C1 (configuration not stated)
    0.8	-1.4	-6	-0.7	nt	-1	2.0	3	-18
#64 CCN=C1SC(C(=O)Nc2cccc(C)c2)CC(=O)N1CC (configuration not stated)
    -0.7	-2.2	-8	0.3	-0.6	4	0.7	-11	0
#65 N#Cc1c(-c2ccccc2)[nH]c(=S)[nH]c1=O
    -0.4	3.1	17	-0.5	nt	3	-0.8	-6	-2
#66 CC(=O)c1ccc(NC(=S)Nc2cccc(Cl)c2C)cc1
    0.0	-4.2	2	-2.2	0.9	-1	-2.7	-9	-3
#67 CCN(CC)S(=O)(=O)c1ccc(OC)c(NC(=O)CCc2c(C)noc2C)c1
    -0.7	-2.8	5	-1.7	-0.5	-2	nt	-1	1
#68 O=C1C=C(N2CCOCC2)CO1
    0.9	-2.3	17	-0.3	-1.4	4	-2.2	-2	-11
#69 COc1ccc(C2=NN(C(=O)CSc3nc(=O)n4ccc(C)cc4n3)C(c3ccc(C)cc3)C2)cc1 (configuration not stated)
    0.7	0.4	9	3.5	-2.3	1	0.3	-5	?

Source: PubChem
